# BCR signal inh – chronic active BCR signaling inhibition; ABC-DLBCL IkBa-CBG/CBR reporter, luminescence ratio, 4 h; Potency, µM (doses to about 46.1 µM), for the others: at the highest dose ratio change, negative = lower green/red ratio, usual class: inhibitors; 340,000 tested, 0.05% active; AID 493014; active = well fitted inhibition curve with a large enough effect in the signal ratio, with a control signal flat, not every such curve was filed as active; inconclusive = small, poorly fitted or top-dose-only effect, or effect the other way, or a change in a side signal; the % refers to the signal ratio;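 also: potency is read from the fitted curve at half-maximal effect; plate controls were basal doxycycline-induced cells for no effect and cells given 10 µM MG132 for full effect; MG132 reads +100%, hits lower the ratio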
#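 TMD8 ABC-DLBCL cells carrying doxycycline-inducible green luciferase fused to IkappaBalpha plus unfused red luciferase were exposed to compounds (up to 46 uM) for 4 hrs at 37C. Activity came from the overlap-corrected green/red luminescence ratio.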
# FBPA coupling cs – coupling enzyme interference in Giardia aldolase counter-screen. coupling enzyme system counterscreen, AmpLite Red fluorescence. activity change, negative = inhibition, % at 58.2 µM, hits read low. 290,000 tested, 0.67% active. AID 2472; in the data active = activity change below about -30%; also: % is scaled to controls: 0 for no effect and ±100 for the full control effect
#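 Fluorescence at 525 nm excitation and 598 nm emission measured inhibition of the coupled detection system without aldolase. Compounds (at 57.5 uM final) were preincubated 10 min at room temperature with coupling enzyme reagent before a 20 min substrate/AmpLite Red step.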
# B2AR arrestin – beta2AR (human) beta-arrestin recruitment activity; P07550; beta-arrestin recruitment to beta2AR, cell-based reporter; Potency, µM (highest dose often 46.1 µM), without a hit: at the highest dose activation, most hits filed as activators; 330,000 tested, 0.02% active; AID 492947;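 also: potency is read from the fitted curve at half-maximal effect; 0% = DMSO controls and full agonism = EC100 isoproterenol or metaproterenol; nearly all actives have a fitted effect of over 65% in size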
# Menin-MLL TR inh – displaces Texas Red mutant MLL peptide from human menin; 270,000 tested, 0.23% active; Menin + Texas Red MLL mutant peptide, fluorescence polarization; O00255; Potency, µM (doses to about 61.6 µM), for the others: top-dose FP activity change, negative = inhibition, hits mostly inhibitors; active = well fitted inhibition curve with a large enough effect in the polarisation, with a control signal flat, not every such curve was filed as active; inconclusive = small, poorly fitted or top-dose-only effect, or effect the other way, or a change in a side signal; inactive = no such curve, though single readings can be large or run the other way; the % refers to the polarisation; also: potency is read from the fitted curve at half-maximal effect; % of control where 0% means no effect; many of its hits are not listed in these tables
# S-ASM inh – human S-ASM enzyme inhibition | P17405 | 340,000 tested, 0.006% active | placental ASM, HMU-PC fluorogenic substrate, 60 min | Potency, µM (series often up to 57.5 µM), for inactives: at the highest dose activity change, negative = inhibition, actives largely listed as inhibitors; also: potency is read from the fitted curve at half-maximal effect
# Target sequence (P17405 47-631 limits assumed): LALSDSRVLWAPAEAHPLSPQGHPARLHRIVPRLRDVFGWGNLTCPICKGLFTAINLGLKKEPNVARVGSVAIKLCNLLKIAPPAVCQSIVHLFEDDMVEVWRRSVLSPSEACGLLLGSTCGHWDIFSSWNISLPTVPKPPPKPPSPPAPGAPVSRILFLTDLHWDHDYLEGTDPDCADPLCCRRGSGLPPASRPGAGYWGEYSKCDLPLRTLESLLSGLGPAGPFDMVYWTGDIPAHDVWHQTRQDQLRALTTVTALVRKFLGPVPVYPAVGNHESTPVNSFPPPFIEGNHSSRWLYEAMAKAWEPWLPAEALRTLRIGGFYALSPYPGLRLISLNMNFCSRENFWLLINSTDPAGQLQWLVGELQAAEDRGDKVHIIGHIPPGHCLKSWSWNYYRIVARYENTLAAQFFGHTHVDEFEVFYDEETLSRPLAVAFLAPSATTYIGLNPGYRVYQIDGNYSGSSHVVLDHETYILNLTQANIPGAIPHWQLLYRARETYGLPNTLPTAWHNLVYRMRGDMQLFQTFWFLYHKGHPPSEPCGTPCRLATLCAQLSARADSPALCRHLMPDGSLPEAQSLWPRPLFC
#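 Human placenta-derived ASM enzyme was preincubated with compound for 10 minutes at room temperature, then given fluorogenic substrate HMU-PC0 (9 uM final) for 60 minutes at 37 °C; a pH 10 stop preceded fluorescence reading at Ex 386/Em 447 nm.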
# GALK inhibitor – galactokinase (human) inhibition | 270,000 tested, 0.007% active | AID 1868 | Purified GALK, Kinase-Glo residual ATP luminescence | Potency, µM (titrated, usually from 57.5 µM), for inactives: top-dose activity change, negative = inhibition, usual class: inhibitors | P51570; also: potency is read from the fitted curve at half-maximal effect; % is scaled to controls: 0 for no effect and ±100 for the full control effect
#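 Quantitative HTS: GALK 5 nM, ATP 35 uM, galactose 100 uM, 1 h room temperature, then luciferase-based ATP detection.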
# a7 integrin act – activates integrin-mediated alleviation for muscular dystrophy; alpha7betagal myoblasts, beta-gal FDG fluorescence, 48 h; Potency, µM (doses to about 38.3 µM), inactives show at the highest dose activation, usual class: activators; 350,000 tested, 0.064% active;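 also: potency is read from the fitted curve at half-maximal effect; 100% = response of the positive control SU9516; nearly all actives have a fitted effect of over 60% in size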
#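 alpha7betagal+/- myoblasts (passage 13, 250/well) treated 48 h at 37C with compounds at 1:260 dilution of DMSO stock. Lysed, then beta-galactosidase activity read as FDG fluorescence (ex 480/em 540) after 30 min, with pre-read for autofluorescence.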
# TSG101-PTAP inh – blocks PTAP/TSG101 interaction to inhibit HIV-1 budding | Q99816 | Fluorescence polarization, FITC-PTAP peptide / Tsg101 binding | Potency, µM (top dose mostly 115 µM), without a hit: at the top dose activity change, negative = inhibition, hits mostly inhibitors | 340,000 tested, under 10 active | AID 493005; active = well fitted inhibition curve with a large enough effect in the main read-out, with a control signal flat, not every such curve was filed as active; inconclusive = small, poorly fitted or top-dose-only effect, or effect the other way, or a change in a side signal; inactive = no such curve, though single readings can be large or run the other way; also: potency is read from the fitted curve at half-maximal effect; % of control where 0% means no effect
#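 Tsg101 binding domain (10 uM final) was mixed with compound and a FITC-labeled PTAP peptide (50 nM final) in HEPES pH 7.5 buffer with NaCl, Tween 20, EDTA and TCEP; fluorescence polarization was read after 20 min at r.t.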
# PKM2 act – activators of human pyruvate kinase M2 | Potency, µM (highest dose often 57.5 µM), without a hit: at the top dose activation, most hits filed as activators | P14618 | purified PKM2, Kinase-Glo ATP luminescence, activation; response scale: 0% is enzyme alone, no compound | 260,000 tested, 0.34% active; also: potency is read from the fitted curve at half-maximal effect; % is scaled to controls: 0 for no effect and ±100 for the full control effect; nearly all actives have a fitted effect of over 55% in size
#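 Kinase-Glo luminescence reports ATP generated from ADP (0.1 mM) and PEP (0.5 mM) by purified hPK-M2 after 1 h at room temperature, pH 7.2 imidazole buffer; intermediate enzyme activity allows detecting inhibitors and activators.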
# Giardia killer – Giardia lamblia killing; Giardia lamblia trophozoite viability; activity change, % at 7.66 µM, hits read low; 340,000 tested, 0.15% active; in the data active = activity change below about -80%; inconclusive = between about -30% and that limit;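 also: parasites exposed to compound for two days anaerobically before the ATP read; % is scaled to controls: 0 for no effect and ±100 for the full control effect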
#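 Trophozoites 100 cells/well + cpd; 48 hrs, 37 deg C, anaerobic. ATPLite 1-Step added, 15-30 min RT, luminescence read (ATP-based viability).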
# Tb PFK inh – inhibitors of T. brucei phosphofructokinase; O15648; T. brucei PFK, ADP-Glo luminescence; Potency, µM (top dose mostly 57.5 µM), without a hit: top-dose activity, negative = inhibition, hits mostly inhibitors; 330,000 tested, 0.17% active;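 also: potency is read from the fitted curve at half-maximal effect; 0% = uninhibited 1x PFK enzyme wells and -100% = no-enzyme wells; nearly all actives have a fitted effect of over 60% in size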
# Target sequence (O15648 whole entry, looked up): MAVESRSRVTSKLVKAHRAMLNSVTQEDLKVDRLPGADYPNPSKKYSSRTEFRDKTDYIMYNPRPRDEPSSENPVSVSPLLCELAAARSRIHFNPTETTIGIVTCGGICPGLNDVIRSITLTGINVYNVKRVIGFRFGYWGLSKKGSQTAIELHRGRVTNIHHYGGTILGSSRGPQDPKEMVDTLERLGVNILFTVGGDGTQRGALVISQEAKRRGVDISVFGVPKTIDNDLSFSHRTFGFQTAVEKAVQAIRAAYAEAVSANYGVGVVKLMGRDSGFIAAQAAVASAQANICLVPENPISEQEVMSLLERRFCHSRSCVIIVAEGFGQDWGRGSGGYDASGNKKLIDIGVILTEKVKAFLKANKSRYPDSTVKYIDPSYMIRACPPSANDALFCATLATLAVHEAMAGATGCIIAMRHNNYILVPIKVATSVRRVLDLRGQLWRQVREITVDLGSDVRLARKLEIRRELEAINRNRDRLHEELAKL
#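 1.25 nM PFK with 0.5 mM F6P and 0.1 mM ATP in 0.1 M TEA pH 8.0, 5 mM MgCl2, incubated 45 min at room temperature; ADP measured by ADP-Glo luminescence; compounds titrated up to 57 uM.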
# Active calls of the source: *; ? = inconclusive; . = not tested or not shown; [ ] = another dose, or the depositor's remark. Unless noted, calls follow the shape of the dose curve; as a rule, active = well fitted curve in the direction sought with a large enough effect; inconclusive = small, poorly fitted or top-dose-only effect, or another doubt; inactive = no such curve, though single readings can be large; an effect the other way counts as inactive or inconclusive.
SMILES,BCR signal inh,FBPA coupling cs,B2AR arrestin,Menin-MLL TR inh,S-ASM inh,GALK inhibitor,a7 integrin act,TSG101-PTAP inh,PKM2 act,Giardia killer,Tb PFK inh
Cc1ccc(-c2cc(-c3ccco3)c3c(N)c(C(=O)NN)oc3n2)cc1,6.5%,-1.5,0.1%,.,0.0%,4.8%,-16.4%,-7.7%,8.7%,4.6,-9.1%
Cc1ccc(C(O)(C(=O)NNS(=O)(=O)c2ccc(C)cc2)c2ccc(C)cc2)cc1,-0.1%,10.3,-0.1%,-1.3%,-3.9%,0.3%,25.3%,-4.7%,1.9%,-1.7,-3.0%
Cc1ccccc1N1CC(C(=O)Nc2ccc3c(c2)OCO3)CC1=O (stereo not drawn),-1.0%,2.0,0.2%,.,-0.7%[11.5 µM],-2.3%,0.2%,-1.4%,.,-3.6,-0.8%
Cc1ccc(C)c(S(=O)(=O)N/N=C/c2cccnc2)c1,-4.4%,-4.0,-1.1%,-16.3%,5.6%,1.4%,10.0%,-0.1%,0.3%,-8.8,0.5%
COc1cccc(NC(=S)N(CCCN2CCOCC2)C(C)c2cc3ccccc3o2)c1 (stereo not drawn),7.1%,0.5,0.2%,4.2%,-1.3%,-2.0%,?,-0.6%,-0.9%,2.1,2.8%
O=C(Nc1ccc(F)cc1)Nc1ccc(Cl)cn1,?,2.1,-0.1%,10.2%,-1.9%,0.3%,12.8%,.,2.7%,1.0,-6.1%
C=CCc1cc(OC)ccc1OCCN1CC(C)OC(C)C1 (stereo not drawn),-0.5%,3.5,0.0%,-18.1%,1.4%,5.2%,-14.4%,1.4%,-1.3%,?,-3.5%
CCn1cc(C(=O)NCCOC)c(=O)c2ccc(C)nc21,?,-10.4,0.3%,?,-2.8%,-2.5%,-7.9%,-7.9%,2.7%,9.5,0.7%
COc1cccc(OC)c1C(=O)NC(=S)Nc1ccc2c(c1)C(=O)N(C)C2=O,?,2.2,3.9%,5.0%,-2.3%,-0.2%,34.2%,-1.6%,-3.5%,7.0,2.9%
COC(=O)C1=C(N)Oc2cc(C)[nH]c(=O)c2C1c1ccc(Cl)cc1 (stereo not drawn),?,1.2,0.4%,.,-0.5%,-1.4%,-8.2%,-4.2%,2.2%,16.0,1.2%
NS(=O)(=O)c1ccc(CCNC(=O)c2ccncc2)cc1,4.8%,0.3,-0.7%,3.1%,5.1%,8.2%,-7.5%,-2.9%,-3.3%,6.2,-0.4%
COc1cc(CN2CCNC(=O)C2CC(=O)NC2CCCCC2)cc(OC)c1 (stereo not drawn),?,-4.9,0.3%,-9.1%,3.3%,4.0%,-14.5%,-0.9%,-4.4%,13.4,-0.1%

# Another view of some results above:
compound	BCR signal inh	FBPA coupling cs	B2AR arrestin	Menin-MLL TR inh	S-ASM inh	GALK inhibitor	a7 integrin act	TSG101-PTAP inh	PKM2 act	Giardia killer	Tb PFK inh
COc1cccc(NC(=S)N(CCCN2CCOCC2)C(C)c2cc3ccccc3o2)c1 (stereo not drawn)	7.1%	0.5	0.2%	4.2%	-1.3%	-2.0%	?	-0.6%	-0.9%	2.1	2.8%
O=C(Nc1ccc(F)cc1)Nc1ccc(Cl)cn1	?	2.1	-0.1%	10.2%	-1.9%	0.3%	12.8%	.	2.7%	1.0	-6.1%
C=CCc1cc(OC)ccc1OCCN1CC(C)OC(C)C1 (stereo not drawn)	-0.5%	3.5	0.0%	-18.1%	1.4%	5.2%	-14.4%	1.4%	-1.3%	?	-3.5%

# Additional entries
SMILES,BCR signal inh,FBPA coupling cs,B2AR arrestin,Menin-MLL TR inh,S-ASM inh,GALK inhibitor,a7 integrin act,TSG101-PTAP inh,PKM2 act,Giardia killer,Tb PFK inh
COc1ccc(NS(=O)(=O)c2c(C)cc(C)cc2C)cn1,1.3%,-12.4,-0.1%,-12.9%,-1.7%,8.3%,?,-9.1%,-2.5%,6.5,1.4%
CC(C)(C)NC(=O)c1cccc(NC(=O)Cc2cccs2)c1,7.4%,1.6,-0.1%,5.7%,-0.2%,12.2%,1.4%,0.9%,-2.4%,-20.1,-2.6%
COc1ccc(N2CCN(C(=O)c3ccccc3NS(=O)(=O)c3ccc(C)cc3)CC2)cc1,2.6%,.,0.1%,.,-1.1%,-9.0%,?,.,-2.5%,2.7,0.7%
CCN(CC)C(=O)CN(C#N)c1nc(Cl)nc(N(C)C)n1,8.5%,2.5,0.1%,12.8%,-2.2%,15.0%,8.5%,-1.9%,-1.7%,9.6,-0.8%
CCOc1ccccc1CN1CCN(Cc2ccc(C)o2)C(CCO)C1 (stereo not drawn),5.8%,3.0,0.0%,3.6%,11.3%,6.2%,-22.6%,-2.4%,-3.6%,-14.1,-1.4%
Cc1ccc(NC(=S)NC(=O)c2ccc(Br)o2)c(C)c1,1.3%,0.9,-0.9%,-27.0%,-0.8%,1.0%,-32.4%,-0.4%,1.4%,-13.5,-0.6%
COc1ccccc1-n1c(C)nc2cc(C(=O)NCCN3CCOCC3)ccc21,0.5%,3.5,-0.2%,-24.3%,1.0%,-3.3%,-14.5%,1.2%,3.9%,18.5,-0.3%
O=P(O)(CN1CCCCCC1)C1Cc2ccccc2C1,-5.8%,-3.4,-0.6%,.,.,2.0%,.,.,-9.2%,.,-5.9%
CC(C)CCN1CCN(Cc2coc3ccccc3c2=O)CC1CCO (stereo not drawn),2.5%,0.6,0.0%,-21.4%,3.9%,0.0%,-18.7%,-2.1%,0.0%,-2.9,1.7%
CCN(CC)C(=O)C(=O)N/N=C/c1ccc(F)cc1,?,-1.7,-0.1%,-10.8%,-5.1%,1.3%,1.4%,-1.2%,2.3%,-2.8,-5.6%
O=C(NC(=S)Nc1cc(S(=O)(=O)N2CCOCC2)ccc1N1CCOCC1)c1ccco1,1.0%,-2.7,-0.1%,-1.2%,-1.5%,-1.3%,24.1%,-3.0%,0.5%,11.6,-0.3%
CCOc1ccc(CN(C)CC(=O)Nc2ccc(N3CCOCC3)cc2)cc1OC,-2.0%,2.3,-0.1%,6.4%,2.6%,0.1%,-13.1%,-0.6%,-0.1%,9.0,-0.9%
Cc1cc(-c2ccccc2)nc(N(C)NC(=O)C2CC2)c1S(C)(=O)=O,1.1%,4.8,-0.2%,-0.5%,-6.8%,6.1%,33.2%,0.7%,-1.0%,13.7,0.3%
CC(C)(C)OC(=O)[C@H](Cc1ccccc1)NC(=O)c1[nH]cnc1C(=O)Nc1cccc(Cl)c1,?,-3.1,-0.8%,.,-11.9%,5.4%,-40.1%,-2.5%,4.7%,-9.3,1.1%
COc1ccc(NC(=O)c2coc3ccccc23)cc1OC,-3.8%,-0.8,-0.2%,6.8%,0.1%,2.4%,20.7%,-4.6%,0.3%,-7.1,-1.2%
C=CC[C@@H](CC(=O)N[C@@H](CO)Cc1ccccc1)C(=O)N[C@@H](C)COC(=O)[C@@H](CC=C)Cc1ccc(F)cc1,1.1%,.,0.4%,.,-3.8%,.,4.0%,-3.2%,.,11.0,-1.3%
Cc1ccc2nc(-c3ccc(NC(=O)COC(=O)c4ccc(=O)[nH]c4)cc3)sc2c1,4.6%,3.9,-0.7%,-5.3%,164.6%[activator],0.9%,4.1%,-4.0%,-22.1%,-16.5,0.5%
CCn1c(C(=O)N2CCCC(C(=O)NCCCc3ccccc3)C2)cc2sccc21 (stereo not drawn),?,-1.0,-0.1%,-2.4%,-0.6%,-4.5%,-43.1%[inhibitor],-6.9%,-12.7%,-5.5,3.3%
CC(=O)Nc1ccc(S(=O)(=O)N(C)CC(=O)N/N=C/c2ccncc2)cc1,-3.2%,-2.5,-0.1%,-10.6%,-16.3%,-0.6%,28.1%,-1.5%,0.1%,-23.8,-11.2%
NC(=O)NCCc1ccccc1,-4.5%,0.3,0.5%,-0.6%,2.1%,.,-8.7%,2.0%,-0.1%,4.0,-1.1%
COC(=O)c1c(NC(=O)C2CC(=O)NN2Cc2ccccc2)sc(C)c1C (stereo not drawn),-2.1%,-0.3,4.5%,-13.3%,-9.7%,-4.4%,-1.0%,-11.6%,2.3%,-15.6,2.9%
CC(=O)Oc1c(C)c(OC(C)=O)c2c(c1C(C)=O)OC1CC(=O)C(C(C)=O)=C(O)C21C (stereo not drawn),8.0%,6.5,-0.1%,-18.2%,4.2%,-2.8%,-8.0%,-6.4%,3.8%,-24.8,0.7%

# From PubChem

# An excerpt (hit frequency here may not be typical).
